Assay outcomes: PubChem BioAssay, several laboratories
STAT1 inh – reduces IFN-gamma driven STAT1 reporter signal | NIH 3T3 STAT1-luciferase reporter, luminescence | inhibition, % at 5.5 µM | 200,000 compounds, 0.35% hits | AID 920;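 active = inhibition above a set limit, the mean inhibition across all tested compounds plus 3 SD, cut at about 34% in these data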;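 also: 0% = IFN-gamma with DMSO and 100% = IFN-gamma with 300 µM nifuroxazide; values of inactives mirror those of a sister screen read the other way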
ROMK primary – modulates human ROMK potassium channel activity; Tet-inducible ROMK, thallium flux fluorescence; actives lie on both sides; P48048; B-score at 10 µM; 130,000 compounds, 2% hits; AID 1918;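 active = signal ratio slope over the read window, or its plate-corrected B-score, at least 3 SD from the plate mean, either direction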;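 also: B-score of the F/F0 ratio slope over 7 to 12 s after thallium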
Target sequence (P48048 whole entry, looked up): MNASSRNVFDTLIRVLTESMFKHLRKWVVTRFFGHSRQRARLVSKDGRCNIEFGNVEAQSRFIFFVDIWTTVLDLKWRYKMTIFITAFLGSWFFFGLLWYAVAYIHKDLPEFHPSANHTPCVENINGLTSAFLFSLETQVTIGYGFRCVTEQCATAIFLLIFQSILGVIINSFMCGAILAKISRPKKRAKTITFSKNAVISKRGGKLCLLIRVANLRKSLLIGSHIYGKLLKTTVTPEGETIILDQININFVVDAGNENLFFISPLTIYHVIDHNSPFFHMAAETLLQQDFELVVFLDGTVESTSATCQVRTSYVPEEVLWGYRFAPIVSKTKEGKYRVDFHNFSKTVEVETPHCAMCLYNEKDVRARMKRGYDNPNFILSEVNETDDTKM
STAT3 activator – activators of IL-6 induced STAT3 signaling; activation (% of control), % at 5.6 µM; U3A cells, IL-6 STAT3-luciferase reporter, luminescence; 100% = signal with IL-6 EC80 alone; AID 871; 190,000 compounds, 0.91% hits;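 active = activation above the screen-wide mean of compound activation plus 3 SD, cut at about 130% in these data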;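 also: 0% = background luminescence of wells with medium and substrate only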
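Material: human STAT1-deficient U3A cells with stable STAT3-luciferase reporter / Probe or stimulus: IL-6 stimulus at 33 ng/mL final / Schedule: 1 h compound pre-exposure, 6 h IL-6 stimulation, 37 °C / Technique: luminescence / Read-out basis: percent of IL-6-only median luminescence / Control set: IL-6-only high control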
bIAP inhibitor – blocks bovine intestinal alkaline phosphatase activity; purified bovine IAP, CDP-star luminescence, 30 min; inhibition, % at 20 µM; 190,000 tested, under 10 active; AID 1019;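 active = over 50% inhibition of intestinal alkaline phosphatase at 20 µM in the single-dose screen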
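Assay system – bovine IAP enzyme · Quantity – bovine IAP at 1/65,000,000 final dilution · Detection – CDP-star luminescence signal · Times – 30 min reaction at room temperature · Also added – CDP-star substrate at 30 µM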
TNAP act hiacc – increases human TNAP activity under high phosphate acceptor concentration. P05186. purified TNAP, CDP-star luminescence, 1 M DEA, 30 min; stronger effect = higher value; 0 = EDTA background, 1 = DMSO-only activity. activation factor at 20 µM. 200,000 tested, under 10 active;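 active = activation factor at least 2 at 20 µM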
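Control set: EDTA negative control, DMSO positive control / Assay system: human TNAP / Quantity: TNAP 1/800 final / Evaluation: TNAP activation factor scaled between EDTA and DMSO control wells / Measured by: luminescent substrate turnover signal / Compound dosing: one dose, 20 µM / Times: 30 min enzyme reaction at room temperature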
PPARg SRC3 recr – agonists of human PPARgamma SRC-3 coactivator recruitment | P37231 | biochemical PPARgamma/SRC-3 coactivator recruitment assay | activation, % at 8 µM | 200,000 compounds, 0.26% hits; in the data active = activation above about 23%;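 also: 0% = DMSO and 100% = reference agonist; some compounds past the cut are filed as inactive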
Target sequence (P37231 whole entry, looked up): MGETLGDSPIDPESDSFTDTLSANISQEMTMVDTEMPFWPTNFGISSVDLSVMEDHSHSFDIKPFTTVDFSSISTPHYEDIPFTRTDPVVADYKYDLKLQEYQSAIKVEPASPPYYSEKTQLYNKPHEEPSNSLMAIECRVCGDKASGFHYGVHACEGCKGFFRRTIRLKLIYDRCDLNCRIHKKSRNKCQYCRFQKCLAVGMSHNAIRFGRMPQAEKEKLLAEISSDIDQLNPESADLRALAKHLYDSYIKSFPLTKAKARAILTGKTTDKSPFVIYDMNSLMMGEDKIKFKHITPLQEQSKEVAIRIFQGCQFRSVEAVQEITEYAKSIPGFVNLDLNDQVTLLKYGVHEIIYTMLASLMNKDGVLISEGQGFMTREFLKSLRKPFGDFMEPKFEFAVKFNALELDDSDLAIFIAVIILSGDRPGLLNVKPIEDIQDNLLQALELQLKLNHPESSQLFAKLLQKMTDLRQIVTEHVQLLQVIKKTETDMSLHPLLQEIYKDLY
PPARg SRC1 recr – PPARgamma-driven SRC-1 recruitment agonism; P37231; PPARgamma-SRC-1 coactivator recruitment biochemical assay; activation, % at 8 µM; 200,000 compounds, 0.41% hits; AID 631; in the data active = activation above about 19%;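 also: 0% = DMSO and 100% = reference agonist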
TR-FRET SRC-2 ct – TR-FRET artefact, counter-screen to PPARgamma/SRC-2 agonist assay; TR-FRET ratio at 8 µM; stronger effect = higher value; 200,000 compounds, 0.4% hits; AID 1049; in the data active = TR-FRET ratio above about 2000; also: inactives centre near 1500
PPARg SRC-2 ag – promotes SRC-2 coactivator recruitment by human PPARgamma. P37231. PPARgamma LBD-SRC-2 recruitment, biochemical. activation, % at 8 µM. 200,000 compounds, 0.34% hits. AID 1032; in the data active = activation above about 22%;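 also: 0% = vehicle and 100% = reference agonist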
bIAP activator – increases bovine intestinal alkaline phosphatase activity; purified bovine IAP, CDP-star luminescence, 30 min; stronger effect = higher value; fold of DMSO-control signal, blank-subtracted; activation factor at 20 µM; 200,000 compounds, 0.17% hits;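 active = activation factor of 2 or more at 20 µM, a signal rise over negative controls twice the positive control's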
STAT3 inh – STAT3 signaling inhibition | U3A cells, IL-6 STAT3-luciferase reporter, luminescence; host cell line lacks STAT1 | inhibition, % at 5.5 µM | 190,000 compounds, 0.89% hits | AID 862;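 active = inhibition above the mean inhibition across all screened compounds plus 3 SD, cut at about 44% in these data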;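 also: 0% = DMSO only wells and 100% = 100 µM nifuroxazide control wells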
* marks the source's active call; other numbers are inactive results; . = not tested or not shown.

Below each compound – STAT1 inh | ROMK primary | STAT3 activator | bIAP inhibitor | TNAP act hiacc | PPARg SRC3 recr | PPARg SRC1 recr | TR-FRET SRC-2 ct | PPARg SRC-2 ag | bIAP activator | STAT3 inh
CC(C)(C)C(=O)Cn1ncc(NC2CC2)c(Br)c1=O
  -5 | . | 106 | 4 | 1 | -5 | 5 | 1570 | 3 | 1 | -1
COc1ccc(/C=C2\COc3ccccc3C2=O)cc1OC
  7 | -2.4 | 97 | 10 | 1 | -2 | 7 | 1799 | 6 | 0.9 | 4
Cc1onc(-c2ccccc2Cl)c1C(=O)OCn1nnc2ccccc2c1=O
  7 | . | 108 | 0 | 1 | 4 | 6 | 1342 | 1 | 1 | -3
CCC(C(=O)NCc1cccnc1)c1ccccc1 (centres undefined)
  -13 | 0.67 | 104 | 6 | 1.1 | 3 | 9 | 1419 | 6 | 0.9 | -3
CN(C)c1ncc(C2=C(Cl)C(=O)C(N3CCCC3)=C(Cl)C2=O)s1
  17 | . | 90 | . | . | -7 | 26* | 1624 | 9 | . | 14
COC(=O)c1c(Oc2nc(OC)cc(OC)n2)cccc1Oc1nc(OC)cc(OC)n1
  0 | 0.77 | 99 | -2 | 1 | 3 | 2 | 1787 | -2 | 1 | 6
CC(=O)Nc1ccc(S(=O)(=O)N2CCN(c3nnnn3-c3ccccc3)CC2)cc1
  -2 | 0.65 | 96 | -3 | 1 | 3 | 1 | 1642 | -5 | 1 | 10
COC(=O)c1c(C)oc2ccc(OC(=O)N3CCOCC3)cc12
  0 | -0.48 | 94 | 5 | 1 | 9 | 9 | 1551 | 2 | 0.9 | 11
Cc1c(NC(=O)C(C)N2C(=O)c3ccccc3C2=O)c(=O)n(-c2ccccc2)n1C (centres undefined)
  -4 | . | 99 | 6 | 1 | -6 | 1 | 1362 | -7 | 0.9 | 10
Cc1cc(C)nc(NC(=S)Nc2ccc(Br)cc2Cl)c1
  7 | 0.77 | 84 | 40 | 1 | 1 | 9 | 1568 | 7 | 0.6 | 22
N#CCCn1cc(C(=O)Nc2ccc(C(=O)O)cc2)c(-c2cccs2)n1
  1 | 0.3 | 103 | -5 | 1 | 2 | 4 | 1512 | 1 | 1.1 | 4
COC(=O)c1[nH]c2cc(OC)ccc2c1NC(=O)CN1CCC(C(N)=O)CC1
  8 | 0.82 | 97 | 0 | 1 | -4 | 4 | 1671 | 3 | 1 | 10
CCn1c(NC(=O)Nc2cccc(C)c2C)cc2sccc21
  5 | . | 105 | 0 | 1 | 7 | 4 | 1730 | 4 | 1 | 3
Cc1ccc(CN2CCN(Cc3ccon3)CC2CCO)cc1 (centres undefined)
  -2 | 0.29 | 98 | 0 | 1.1 | -1 | 10 | 1622 | -2 | 1 | 7
COC(=O)C(Cc1ccc(O)cc1)NC(=O)CCC(=O)Nc1ccc(S(N)(=O)=O)cc1 (centres undefined)
  -1 | . | 102 | 5 | 1 | 5 | 16 | 1583 | 8 | 1 | 3

Only STAT3 activator, bIAP inhibitor and PPARg SRC1 recr (3 entries from above):
structure	STAT3 activator	bIAP inhibitor	PPARg SRC1 recr
CCn1c(NC(=O)Nc2cccc(C)c2C)cc2sccc21	105	0	4
Cc1ccc(CN2CCN(Cc3ccon3)CC2CCO)cc1 (centres undefined)	98	0	10
COC(=O)C(Cc1ccc(O)cc1)NC(=O)CCC(=O)Nc1ccc(S(N)(=O)=O)cc1 (centres undefined)	102	5	16

Entries of single compounds, quoted from the list. Values in the order: STAT1 inh | ROMK primary | STAT3 activator | bIAP inhibitor | TNAP act hiacc | PPARg SRC3 recr | PPARg SRC1 recr | TR-FRET SRC-2 ct | PPARg SRC-2 ag | bIAP activator | STAT3 inh
`CN(C)c1ncc(C2=C(Cl)C(=O)C(N3CCCC3)=C(Cl)C2=O)s1` reads 17 | . | 90 | . | . | -7 | 26* | 1624 | 9 | . | 14
`Cc1cc(C)nc(NC(=S)Nc2ccc(Br)cc2Cl)c1` reads 7 | 0.77 | 84 | 40 | 1 | 1 | 9 | 1568 | 7 | 0.6 | 22
`CC(C)(C)C(=O)Cn1ncc(NC2CC2)c(Br)c1=O` reads -5 | . | 106 | 4 | 1 | -5 | 5 | 1570 | 3 | 1 | -1
`N#CCCn1cc(C(=O)Nc2ccc(C(=O)O)cc2)c(-c2cccs2)n1` reads 1 | 0.3 | 103 | -5 | 1 | 2 | 4 | 1512 | 1 | 1.1 | 4
`CC(=O)Nc1ccc(S(=O)(=O)N2CCN(c3nnnn3-c3ccccc3)CC2)cc1` reads -2 | 0.65 | 96 | -3 | 1 | 3 | 1 | 1642 | -5 | 1 | 10

Later entries:
Below each compound – STAT1 inh | ROMK primary | STAT3 activator | bIAP inhibitor | TNAP act hiacc | PPARg SRC3 recr | PPARg SRC1 recr | TR-FRET SRC-2 ct | PPARg SRC-2 ag | bIAP activator | STAT3 inh
CC(=O)Nc1ccc(NC(=O)CCn2cnnn2)cc1
  10 | 0.064 | 90 | -10 | 1 | -3 | 4 | 1583 | 11 | 1.1 | 19
CC(C)(C)c1ccc(-c2nnc(SC3CCOC3=O)n2Cc2ccccc2)cc1 (centres undefined)
  0 | -1.1 | 106 | 13 | 1 | 4 | 5 | 1734 | 10 | 0.9 | -9
Cn1c(/C=N/c2nc3ccccc3[nH]2)nc2ccccc21
  -8 | . | 111 | 11 | 1 | 9 | 7 | 1658 | 6 | 0.9 | -10
O=C(NC1CCCCC1)C1CCN(S(=O)(=O)N2CCOCC2)CC1
  7 | . | 106 | 0 | 1 | -2 | 1 | 1613 | -1 | 1 | -2
CC1CN(C(=O)N2CCOCC2)CCN1C(=O)N1CCOCC1 (centres undefined)
  -8 | 1 | 107 | 1 | 1 | -7 | -5 | 1559 | -5 | 1 | -2
CCOC(=O)c1c(Cc2ccccc2)c[nH]c1C
  -23 | -0.44 | 102 | 25 | 1 | -3 | 0 | 1462 | -3 | 0.8 | 5
CCOc1ccccc1OCCOCCN1CC(C)OC(C)C1 (centres undefined)
  0 | . | 102 | 11 | 1 | -6 | -3 | 1417 | 0 | 0.9 | 2
CCN1C(=O)c2ccc(C(=O)O)cc2C1=O
  -12 | -0.52 | 117 | -4 | 1 | 8 | 8 | 1777 | 2 | 1 | -20
Cc1cccc(-c2nnn(CC/C(N)=N/O)n2)c1
  -11 | . | 97 | 12 | 0.9 | 5 | -2 | 1570 | 0 | 0.9 | 8
Cc1cccc(NC(=O)Cn2cnc3ccc(S(=O)(=O)N4CCC(C)CC4)cc3c2=O)n1
  14 | . | 105 | 1 | 1 | -3 | 4 | 1678 | 6 | 1 | -3
COc1ccc(N2CC(C(=O)N/N=C/c3ccc(C)cc3)CC2=O)cc1 (centres undefined)
  0 | 1.2 | 105 | 8 | 1 | 2 | -1 | 1613 | 2 | 0.9 | -4
CC(C)c1nc(SCC(=O)c2ccc(F)cc2)c2ccccc2n1
  5 | -0.036 | 74 | -1 | 1 | 2 | 5 | 1516 | 10 | 1 | 35
COC(C#CCCN(C)C)(c1ccccc1)c1ccccc1
  4 | -0.73 | 109 | 21 | 1 | 2 | -2 | 1598 | 16 | 0.8 | -11
CCOC(=O)CNC(=O)c1sc(NC(=O)c2ccccc2)nc1C
  -2 | . | 103 | 4 | 1 | -3 | -4 | 1395 | 1 | 1 | -3
Cc1ccc(NC(=O)c2cc(C(=O)c3cc(Cl)ccc3O)cn(-c3ccc(C)cc3)c2=O)cc1
  0 | . | 98 | 6 | 1 | 2 | 4 | 1560 | 10 | 0.9 | 2
Cc1c(-c2ccccc2)nc(N)c(C#N)c1-c1cccs1
  2 | . | 95 | 3 | 1.1 | 13 | 13 | 1604 | 7 | 1 | 10
CC(=O)N(/N=C1\Sc2ccccc2C1=O)c1ccccc1
  -8 | . | 124 | 11 | 0.7 | -4 | 7 | 1557 | 6 | 0.9 | -18
CC(C)CCOCC1CC2(CC(C)(c3csc(N)n3)OC2=O)C(=O)O1 (centres undefined)
  4 | -1.7 | 97 | -1 | 1 | -1 | 4 | 1637 | 5 | 1 | 9
O=C(O)c1c[nH]c(=S)n1-c1ccc(F)cc1
  9 | . | 104 | 10 | 1 | 8 | 2 | 1466 | -10 | 0.9 | -2
COC(=O)CCS(=O)(=O)c1ccc(Cl)c(Cl)c1
  -3 | . | 91 | -1 | 1 | 6 | -3 | 1450 | -1 | 1 | 13
NC(=O)C1=C[C@H](c2ccc(Br)cc2)C[C@H](OCc2ccc(CO)cc2)O1
  -18 | . | . | 4 | 1.1 | 3 | 3 | 1455 | -6 | 1 | .
O=C(N1CCOCC1)N(Cc1ccco1)CC1CCCO1 (centres undefined)
  1 | -0.7 | 104 | -1 | 1.1 | 5 | 2 | 1413 | 7 | 1 | -4
O=C(Nc1cc(S(=O)(=O)N2CCOCC2)ccc1N1CCCCC1)c1cc(-c2ccccn2)nc2ccccc12
  -3 | 1.7 | 107 | -10 | 1 | 5 | 2 | 1621 | 8 | 1.1 | -8
c1ccc(Oc2cc(-n3cncn3)ncn2)cc1
  -10 | 0.21 | 102 | 3 | 1 | -2 | 2 | 1553 | 6 | 1 | -2
CCOC(=O)C(=CNc1ccc(C#N)cc1)C(=O)OCC
  11 | 2.6 | 94 | 6 | 1 | -1 | 1 | 1577 | 1 | 0.9 | 9
C=C(C)CNC(=S)N1CCN(C(c2ccccc2)c2ccccc2)CC1
  -13 | -0.3 | 104 | -14 | 1 | 4 | 4 | 1553 | -3 | 1.1 | 7
O=C(COC(=O)Cn1cnc2ccccc21)NCCc1ccccc1
  -4 | 1 | 103 | 2 | 1 | -9 | -1 | 1498 | -10 | 1 | -1
CCC(=O)Nc1ccc2c(c1)nc(CN1CCCCC1)n2C
  0 | 1.4 | 99 | 8 | 1 | 8 | 0 | 1580 | 7 | 0.9 | 4
NC(=O)c1ccccc1N=Cc1ccc2ccccc2c1
  -27 | 0.88 | 114 | -3 | 1 | -1 | 0 | 1372 | -8 | 1 | -20
Cc1cc(C)nc(N/N=C/c2sccc2C)n1
  -16 | -19* | 99 | -2 | 1 | 4 | 9 | 1607 | 6 | 1 | 10
O=C(NCCCn1ccnc1)c1cn(-c2ccccc2)nc1-c1ccccc1
  -5 | -1.4 | 100 | -45 | 1.1 | 2 | 0 | 1416 | -6 | 1.4 | 0
C=CCOC(=O)C1=C(C)NC(SCC(=O)N(CC)CC)=C(C#N)C1c1ccco1 (centres undefined)
  9 | -0.073 | 105 | -2 | 1 | 5 | 0 | 1540 | 4 | 1 | -5
